# Bioassay records as filed in PubChem BioAssay.
# HIV peptide binding: inhibitors of HIV fusion peptide binding, primary screen, biochemical, uHTS, fluorescence dequenching (AID 1986). actives 0.3% (n = 290,000). one-dose inhibition, % at 20 µM; IC50 in µM for titrated hits. cell-free peptide binding, fluorescence dequenching, 30 min; higher % means a stronger effect; in the data active = inhibition mostly above about 52%, no sharp cut-off; inactive = mostly below about 76%; also: some results filed as inactive read as strong as hits
# West Nile virus CPE: West Nile virus antiviral activity, cell-based, CPE readout (AID 1621) | actives 0.02% (n = 290,000) | CPE inhibition, % at 10 µM, or IC50 in µM where a hit was titrated | West Nile virus-infected cells, CPE inhibition; higher % means a stronger effect; in the data active = a potency from the dose series; also: strong numbers were not always called active
# Dengue-2 NS5 capping: Dengue-2 NS5 methyltransferase inhibitors, primary screen, biochemical, confirmation dose response (AID 588689); Dengue-2 NS5 methyltransferase capping enzyme assay, biochemical; higher % means a stronger effect; inhibition, % at 25 µM; hits with a dose series show IC50 in µM; actives 0.3% (n = 340,000); in the data active = a potency from the dose series
# GPR55 LPI antagonism: GPR55 antagonists blocking LPI-driven arrestin recruitment, primary screen, imaging, U2OS, beta-arrestin-GFP, LPI agonist (AID 2013); U2OS GPR55 beta-arrestin-GFP translocation imaging, LPI antagonism; higher % means a stronger effect; inhibition, % at 10 µM, or IC50 in µM where a hit was titrated; actives 0.13% (n = 290,000);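 active = spots per cell inhibited over 60%, with over 100 cells counted and total cytoplasm intensity under 500,000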;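 also: U2OS cells stably carrying GPR55 and arrestin-GFP stimulated by 5 µM LPI near EC80; imaged beta-arrestin-GFP aggregate spots per cell after agonist stimulation; plate controls were LPI-stimulated DMSO wells for no effect and DMSO wells without LPI for full effect; some results filed as inactive read as strong as hits; confirmed hits need IC50 under 10 µM and bright autofluorescent wells are also inconclusive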
# NOD1 NF-kB reporter: inhibition of NOD1-driven NF-kB reporter – cell-based, luminescence, uHTS, primary screen (AID 1578); inhibition, % at 4 µM; hits with a dose series show EC50 in µM; actives 1% (n = 290,000); NOD1-driven NF-kB luciferase reporter cells, luminescence; higher % means a stronger effect; in the data active = inhibition mostly above about 36%, no sharp cut-off; inactive = mostly below about 34%;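 also: HEK-293T reporter cells stimulated with the NOD1 agonist gamma-tri-DAP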
# KOR beta-arrestin-1: KOR antagonists, beta-arrestin recruitment, cell-based, luminescence, uHTS (AID 1778). KOR beta-arrestin recruitment, luminescence, antagonist mode; higher % means a stronger effect. inhibition, % at 10 µM; hits with a dose series show IC50 in µM. actives 0.091% (n = 290,000); in the data active = inhibition above about 50%; also: strong numbers were not always called active
# GPR35 arrestin U2OS: GPR35 antagonists blocking zaprinast-driven arrestin recruitment, primary screen, imaging, U2OS, beta-arrestin-GFP, zaprinast agonist (AID 2058); U2OS GPR35 beta-arrestin-GFP translocation imaging, zaprinast antagonism; higher % means a stronger effect; one-dose inhibition, % at 10 µM; IC50 in µM for titrated hits; actives 0.052% (n = 290,000);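 active = inhibition of at least 50% with at least 30 cells and total cytoplasm GFP at most 10,000,000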
# KOR beta-arrestin-2: kappa opioid receptor activators – cell-based, luminescence, uHTS, primary screen (AID 1777); KOR beta-arrestin recruitment, luminescence; higher % means a stronger effect; one-dose activation, % at 10 µM; EC50 in µM for titrated hits; actives 0.02% (n = 280,000); in the data active = activation above about 50%, passing the limit was not always enough; also: a part of the inactive calls stands beside numbers as strong as those of hits
# GPR55 beta-arrestin: GPR55 agonists via beta-arrestin recruitment, primary screen, imaging, U2OS cells, beta-arrestin-GFP redistribution (AID 1961); U2OS GPR55 beta-arrestin-GFP redistribution imaging; higher % means a stronger effect; actives 0.048% (n = 290,000); one-dose activation, % at 10 µM; EC50 in µM for titrated hits;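 active = activation above 40% with more than 50 cells counted in the well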;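 also: U2OS osteosarcoma cells stably expressing GPR55 and beta-arrestin-GFP; plate controls were DMSO negative control for no effect and LPI positive control for full effect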
# Dengue-2 NS5 capping pilot replicate: also measured in Dengue-2 NS5 capping; calls as there; inhibition, %; measured here: pilot screen replicate inhibition
# Numbers without * were called inactive; · = no result given; [ ] = remark or other dose. A portion of the library, so the mix of outcomes need not match the whole.
SMILES,HIV peptide binding,West Nile virus CPE,Dengue-2 NS5 capping,GPR55 LPI antagonism,NOD1 NF-kB reporter,KOR beta-arrestin-1,GPR35 arrestin U2OS,KOR beta-arrestin-2,GPR55 beta-arrestin,others
CCOC(=O)C1CCCN(C(=O)COc2ccc(S(=O)(=O)N(CC)c3ccccc3)cc2)C1 (stereo unspecified),-0.1%,·,1%,6%,-6%,-17%,1%,-8.0%,0.1%,
COc1ccc2cc(C(=O)C3CCCN(Cc4cnc(C)s4)C3)ccc2c1 (stereo unspecified),0.1%,-1.8%,-4%,1%,12%,-6%,5%,·,0.7%,
C#CC(C)(C)NC(=O)c1sccc1Oc1ccc(F)cc1[N+](=O)[O-],-0.1%,0.7%,·,10%,3%,6%,0%,3.5%,0.3%,
Cc1ccc2c(Cl)c(C(=O)NCc3cccnc3)sc2c1,0.8%,-0.9%,-5%,12%,12%,-8%,5%,5.5%,-0.1%,
CCOc1ccc(-n2c(Cc3cc(=O)[nH]c(=O)[nH]3)nnc2SCC)cc1,-2.6%,0.3%,4%,2%,-13%,-27%,-8%,1.2%,-0.1%,Dengue-2 NS5 capping pilot replicate=-0.8
CCN(CC)C(=O)Oc1ccccc1NC(C)=O,1.3%,-0.3%,-3%,7%,-13%,9%,4%,-1.4%,-0.2%,
Cc1ccc(S(=O)(=O)NC(=O)Nc2nc(-c3ccc(F)c(F)c3)cs2)cc1,-0.8%,0.4%,4%,6%,-19%,-2%,12%,-2.5%,-0.2%,
CCC(=O)Nc1ccc(C(=O)CSc2nnc(-c3cccnc3)o2)cc1,2.7%,1.3%,1%,-8%,-3%,7%,5%,-1.5%,-0.1%,
COc1ccc(OCCC(=O)OCC(=O)c2ccc[nH]2)cc1,0.2%,0.1%,-10%,-6%,-24%,-10%,-6%,-5.4%,0.3%,
CCC(C)(C)n1nnnc1C(c1ccc(N(C)C)cc1)N1CCN(C2CCCCC2)CC1 (stereo unspecified),-2.2%,-0.6%,·,7%,13%,3%,11%,-0.2%,-0.2%,
CCOc1cc(/C=N/NC(=O)c2cc(-c3ccccc3)nc3ccccc23)ccc1O,-2.3%,-0.5%,-3%,2%,-1%,-6%,4%,-4.5%,0.3%,
Cc1oc2c(C)c3oc(=O)c(CC(=O)N[C@@H](CC(C)C)C(=O)N[C@@H](Cc4ccccc4)C(=O)O)c(C)c3cc2c1C,52%,-0.5%,73µM*,12%,-27%,-12%[20 µM],-12%,-2.4%,-0.1%,
Cc1noc(NS(=O)(=O)c2ccc(N/C=C\C(=O)c3cccs3)cc2)c1C,1.3%,-0.6%,-8%,0%,-28%,9%[20 µM],-2%,·,-0.1%,
CCN(CC)CCNC(=O)c1cc2c(=O)n(C)c3ccccc3c2n1C,-5.0%,0.6%,-3%,34%,-15%,14%,-2%,-0.8%,0.4%,
O=C(CNCc1cccs1)Nc1ccc(OC(F)(F)F)cc1,-0.5%,0.0%,-2%,8%,-2%,-46%,6%,4.8%,0.0%,
[O-][N+]12CC[N+]([O-])(CC1)c1ccccc12,4.6%,-0.2%,2%,15%,-14%,2%,-4%,-2.4%,0.3%,
CCC(=O)Nc1ccc(C(=O)CSc2nnc(-c3ccc(NS(=O)(=O)CC)cc3)o2)cc1OC,-1.5%,0.4%,7%,-1%,5%,25%,-12%,-2.7%,0.0%,
c1ccc(-c2cc3c(N4CCCCC4)ncnc3s2)cc1,-1.2%,-0.7%,2%,-2%,12%,4%,-3%,-1.2%,-0.3%,
O=C(NNC(=O)c1ccccc1[N+](=O)[O-])Nc1ccccc1C(F)(F)F,1.2%,0.1%,-5%,4%,-22%,5%,0%,-3.8%,0.7%,
O=C(O)CN1CCCCCC1=O,1.9%,1.3%,1%,7%,-31%,-18%,-7%,0.6%,-0.6%,
Cc1cccc(N/C=C/c2onc(C)c2[N+](=O)[O-])c1,-0.4%,-0.1%,-30%,9%,-34%,-24%,3%,6.4%,-0.2%,
COC(=O)Cn1c(O)c(N=NC(=O)CNC(=O)c2ccc3c(c2)OCCO3)c2ccccc21,-2.2%,0.7%,-7%,7%,7%,2%,-2%,-4.2%,-0.1%,
COc1cc(N2N=C(c3ccccc3)CC2c2ccccc2)c(C=O)cc1C=O (stereo unspecified),2.8%,-1.4%,0%,7%,-30%,-30%[20 µM],-6%,1.2%,0.1%,
O=C(Nc1nccs1)C1C2CC3OC(=O)C1C3C2 (stereo unspecified),0.9%,0.3%,·,1%,-1%,30%,-5%,-1.4%,0.0%,
COC(=O)c1sc(C(C)(C)C)cc1CS(=O)(=O)c1ccccn1,-1.1%,-1.2%,-11%,-7%,-3%,-13%,5%,-0.5%,-0.1%,
CCCCCSc1nnc2c(n1)OC(C)N(C(C)=O)c1ccccc1-2 (stereo unspecified),1.8%,0.3%,0%,-22%,9%,-43%,10%,-2.2%,0.2%,
COc1ccc(-c2cnc(SCC(=O)Nc3nc(C(C)(C)C)cs3)n2Cc2ccco2)cc1,24%,-0.1%,-12%,7%,-17%,-27%,-7%,-7.5%,-0.4%,
COc1cccc(NC(=O)c2ccccc2N2C(=O)C3C4C=CC(C5CC45)C3C2=O)c1 (stereo unspecified),-0.3%,0.8%,-5%,-6%,-54%,-52%,-2%,6.2%,-0.1%,
CC(C)n1cnc2c(Nc3ccc(C(=O)O)cc3)nc(Cl)nc21,3.0%,0.1%,2%,9%,-10%,-5%,1%,2.9%,-0.1%,
Cc1cc(Nc2c(C)n(C)n(-c3ccccc3)c2=O)c2ccccc2n1,0.6%,0.5%,-7%,-4%,5%,-15%,5%,2.9%,-0.3%,

# 13 structures already listed, arranged by number of heavy atoms, largest number first.
SMILES,HIV peptide binding,West Nile virus CPE,Dengue-2 NS5 capping,GPR55 LPI antagonism,NOD1 NF-kB reporter,KOR beta-arrestin-1,GPR35 arrestin U2OS,KOR beta-arrestin-2,GPR55 beta-arrestin,others
Cc1oc2c(C)c3oc(=O)c(CC(=O)N[C@@H](CC(C)C)C(=O)N[C@@H](Cc4ccccc4)C(=O)O)c(C)c3cc2c1C,52%,-0.5%,73µM*,12%,-27%,-12%[20 µM],-12%,-2.4%,-0.1%,
CCC(=O)Nc1ccc(C(=O)CSc2nnc(-c3ccc(NS(=O)(=O)CC)cc3)o2)cc1OC,-1.5%,0.4%,7%,-1%,5%,25%,-12%,-2.7%,0.0%,
COc1cccc(NC(=O)c2ccccc2N2C(=O)C3C4C=CC(C5CC45)C3C2=O)c1 (stereo unspecified),-0.3%,0.8%,-5%,-6%,-54%,-52%,-2%,6.2%,-0.1%,
COc1cc(N2N=C(c3ccccc3)CC2c2ccccc2)c(C=O)cc1C=O (stereo unspecified),2.8%,-1.4%,0%,7%,-30%,-30%[20 µM],-6%,1.2%,0.1%,
Cc1ccc(S(=O)(=O)NC(=O)Nc2nc(-c3ccc(F)c(F)c3)cs2)cc1,-0.8%,0.4%,4%,6%,-19%,-2%,12%,-2.5%,-0.2%,
CCC(=O)Nc1ccc(C(=O)CSc2nnc(-c3cccnc3)o2)cc1,2.7%,1.3%,1%,-8%,-3%,7%,5%,-1.5%,-0.1%,
CCCCCSc1nnc2c(n1)OC(C)N(C(C)=O)c1ccccc1-2 (stereo unspecified),1.8%,0.3%,0%,-22%,9%,-43%,10%,-2.2%,0.2%,
CC(C)n1cnc2c(Nc3ccc(C(=O)O)cc3)nc(Cl)nc21,3.0%,0.1%,2%,9%,-10%,-5%,1%,2.9%,-0.1%,
O=C(CNCc1cccs1)Nc1ccc(OC(F)(F)F)cc1,-0.5%,0.0%,-2%,8%,-2%,-46%,6%,4.8%,0.0%,
c1ccc(-c2cc3c(N4CCCCC4)ncnc3s2)cc1,-1.2%,-0.7%,2%,-2%,12%,4%,-3%,-1.2%,-0.3%,
Cc1cccc(N/C=C/c2onc(C)c2[N+](=O)[O-])c1,-0.4%,-0.1%,-30%,9%,-34%,-24%,3%,6.4%,-0.2%,
O=C(Nc1nccs1)C1C2CC3OC(=O)C1C3C2 (stereo unspecified),0.9%,0.3%,·,1%,-1%,30%,-5%,-1.4%,0.0%,
[O-][N+]12CC[N+]([O-])(CC1)c1ccccc12,4.6%,-0.2%,2%,15%,-14%,2%,-4%,-2.4%,0.3%,

# Continuation:
SMILES,HIV peptide binding,West Nile virus CPE,Dengue-2 NS5 capping,GPR55 LPI antagonism,NOD1 NF-kB reporter,KOR beta-arrestin-1,GPR35 arrestin U2OS,KOR beta-arrestin-2,GPR55 beta-arrestin,others
O=C(CCNS(=O)(=O)c1ccc2c(c1)CCC(=O)N2)Nc1ccc2c(c1)OCCO2,6.7%,0.5%,0%,6%,-8%,4%,7%,3.5%,0.3%,
CC(=O)c1cccc(Nc2nc(-c3sc(C)nc3C)cs2)c1,-1.7%,-1.0%,-8%,-3%,-26%,-40%,-6%,-2.6%,-0.2%,
Cc1ccc(S(=O)(=O)N2CCCCC2)cc1NC(=O)COC(=O)c1c(F)cccc1F,0.2%,0.1%,-7%,2%,-5%,-19%,10%,5.2%,-0.7%,
COc1ccccc1/C=C/C(=O)NCC(=O)N/N=C/c1ccccc1,2.1%,0.0%,2%,-16%,26%,-67%,-9%,8.2%,-0.3%,
N#Cc1c(Nc2ccccc2)c(/C=N/N=C/c2ccccc2)c[nH]c1=O,1.7%,-0.3%,-4%,2%,-16%,-14%,6%,9.3%,0.5%,
CC(C)=CCC/C(C)=C/COc1ccc2ccc(=O)oc2c1,-0.1%,-0.4%,9%,14%,-5%,-2%,-21%,-4.0%,0.1%,
Cn1cnnc1SCc1ccc(C(=O)N=Nc2c(O)n(C)c3ccccc23)cc1,-1.1%,1.6%,2%,8%,-14%,-40%,-16%,1.3%,2.6%,
CC(=O)Nc1ccc(N2C(=O)c3cccc(NC(C)=O)c3C2=O)cc1,-0.2%,-0.1%,·,7%,-36%,7%,9%,0.8%,1.8%,
COc1ccc(-n2c(=S)[nH]c3cc(C(=O)NCc4ccco4)ccc3c2=O)c(OC)c1,-4.7%,-1.1%,2%,-3%,14%,29%,4%,·,-0.1%,
COc1ccc2nc(-c3ccc(N)cc3)[nH]c2c1,0.0%,0.1%,-9%,5%,-2%,10%,-5%,-0.3%,-0.1%,
CCc1[nH]nc2c1C(C(C)C)C(C#N)=C(N)O2 (stereo unspecified),1.2%,0.2%,2%,-10%,8%,7%,-8%,16%,-0.2%,
COc1ccc(CN(Cc2ccccn2)S(=O)(=O)c2ccc(-n3cnnn3)c(OC)c2)cc1,1.9%,-0.3%,-6%,7%,-6%,12%,8%,1.0%,0.2%,
Cc1ccc2nsnc2c1S(=O)(=O)N1CCCC1,0.8%,-0.2%,-4%,-6%,-14%,20%,16%,-3.8%,0.3%,
CCOc1ccc(N=C(NC#N)SCC(=O)NC2CC2)cc1,1.7%,-0.6%,-2%,3%,8%,16%,-10%,0.0%,0.3%,
